N-glyco inh: increase of ERlucT glycosylation luciferase signal, primary screen, N-linked glycosylation inhibitor project, D54 ERlucT cells, luminescence, set 2; reporter increase, % at 12.5 µM; D54 ERlucT glycosylation luciferase reporter, 24 h; percent of 100 nM tunicamycin response; actives 0.23% (n = 360,000);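 active = mean luciferase reporter signal, scaled so untreated is 0 and the glycosylation-blocking control 100, at or above a set limit in every replicate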;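 note: luciferase carries N-glycosylation sites so blocking glycosylation raises the light; 0% = median of neutral control wells and 100% = median of 100 nM tunicamycin wells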
ABCB6 inh 2: ABCB6 transporter inhibitors, primary screen, K562-ABCB6 cells, flow cytometry, MLPCN library | ATP-binding cassette sub-family B member 6 (Homo sapiens), Q9NP58 | K562-ABCB6 porphyrin accumulation, 1 h; active compounds read low | fluorescence ratio to DMSO, % at 10 µM | actives 0.19% (n = 360,000) | AID 602162, 2011;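 active = fluorescence ratio to DMSO below 75%, the collection mean minus 3 SD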;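 note: signal is porphyrin accumulated inside mitochondria; 100% equals median channel fluorescence of DMSO control wells; lower ratio means ABCB6 inhibition with less porphyrin fluorescence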
Target sequence (Q9NP58 whole entry, looked up): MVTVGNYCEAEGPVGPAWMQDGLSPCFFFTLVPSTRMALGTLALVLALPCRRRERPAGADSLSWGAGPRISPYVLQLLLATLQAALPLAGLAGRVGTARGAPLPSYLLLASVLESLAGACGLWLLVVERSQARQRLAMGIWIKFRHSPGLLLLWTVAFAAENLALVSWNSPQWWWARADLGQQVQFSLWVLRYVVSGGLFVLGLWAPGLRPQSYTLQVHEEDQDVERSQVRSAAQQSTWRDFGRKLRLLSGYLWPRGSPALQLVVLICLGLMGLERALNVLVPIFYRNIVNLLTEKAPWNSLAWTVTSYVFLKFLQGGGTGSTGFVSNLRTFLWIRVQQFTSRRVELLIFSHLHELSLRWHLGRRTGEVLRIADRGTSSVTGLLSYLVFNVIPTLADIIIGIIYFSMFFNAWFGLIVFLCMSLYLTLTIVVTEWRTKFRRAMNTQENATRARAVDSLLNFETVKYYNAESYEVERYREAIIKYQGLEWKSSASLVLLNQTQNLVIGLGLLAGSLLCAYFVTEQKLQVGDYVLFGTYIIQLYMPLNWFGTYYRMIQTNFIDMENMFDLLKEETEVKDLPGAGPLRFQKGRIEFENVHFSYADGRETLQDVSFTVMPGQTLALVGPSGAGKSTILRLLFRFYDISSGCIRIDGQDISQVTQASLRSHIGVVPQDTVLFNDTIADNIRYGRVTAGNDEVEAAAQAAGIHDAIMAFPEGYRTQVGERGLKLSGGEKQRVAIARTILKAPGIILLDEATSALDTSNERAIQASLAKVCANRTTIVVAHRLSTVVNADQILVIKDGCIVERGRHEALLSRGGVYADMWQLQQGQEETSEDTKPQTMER
aDG glyco up: activators of alpha-DG glycosylation, primary screen, uHTS, Pro5-aDG cells, AlphaScreen | activation, % at 10 µM | AID 624168, 2012 | alpha-DG glycosylation AlphaScreen (IIH6); 0% Pro5, 100% B10-LARGE cell signal | actives 0.22% (n = 360,000);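 active = activation of at least 8% versus controls, or a plate z-score of at least 8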;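 note: Pro5 are CHO cells carrying HIG-tagged alpha-DG that lacks glycosylation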
Vif inh: HIV Vif self-association inhibitors, primary screen, imaging, HEK293T, single point. HEK293T cells, Vif self-association by quenched fluorescence, 24 h. inhibition, % at 7.49 µM. actives 0.35% (n = 340,000); in the data active = inhibition above about 50%, passing the limit was not always enough; note: some results filed as inactive read as strong as hits
MC4R ag barr: MC4R agonists recruiting beta-arrestin, primary screen, cell-based, luminescence, agonist arm of biased-ligand search; Melanocortin receptor 4 (Homo sapiens), P32245; U2OS MC4R beta-arrestin complementation; percent of melanotan II response, DMSO zero; AID 540308, 2011; activation, % at 8.9 µM; actives 0.98% (n = 360,000);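 active = activation above a per-plate cutoff, the mean activation of sample wells on that plate plus 3 SD, cut at about 8% in these data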
Granule exo inh: LAMP-1 surface exposure blockers, TALL-104 cells – cell-based, flow cytometry, MLPCN library, primary screen; TALL-104 LAMP-1 surface exposure; cells stimulated with thapsigargin and PMA; AID 651702, 2012; actives 0.66% (n = 360,000); inhibition, % at 10 µM;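 active = inhibition above about 55%, limit read from the data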
MC4R antagonist: MC4R antagonists of cAMP signaling, primary screen, cell-based, TR-FRET, antagonist arm of biased-ligand search | MC4R-expressing cells, MTII-stimulated cAMP, LANCE TR-FRET | inhibition, % at 6.5 µM | actives 0.48% (n = 360,000);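 active = inhibition above its plate's cutoff, the mean of tested wells on that plate plus 3 SD, cut at about 29% in these data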;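 note: 0% = Melanotan II alone and 100% = Melanotan II plus saturating MCL0020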
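System – human MC4R-expressing U2OS cells · Also added – Melanotan II · Dosing – one concentration, 6.5 µM nominal · Timing – 30-min compound, 1-h challenge, 1-h detection, room temperature · Measured by – Eu-cAMP/anti-cAMP TR-FRET, emission 671 nm · Replicates – singlicate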
TLR9-MyD88 inh: inhibitors of TLR9-MyD88 association in cells, primary screen, cell-based, CHO, BLA complementation, fluorescence; Toll-like receptor 9 (Homo sapiens) + Myeloid differentiation primary response protein …; CCF4 FRET ratio; inhibition, % at 4.98 µM; actives 0.21% (n = 340,000); AID 504734, 2011;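 active = inhibition above the mean over all tested compounds plus 3 SD, cut at about 21% in these data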;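 note: 0% = DMSO only wells and 100% = clavulanate BLA inhibitor control wells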
ABHD5 PLIN5 PPI: ABHD5-PLIN5 interaction inhibitors, primary screen, cell lysate, split luciferase complementation, luminescence. Split G. princeps luciferase complementation, 4 h. inhibition, % at 4 µM. actives 0.78% (n = 360,000). AID 602281, 2012;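 active = inhibition above the mean inhibition across every tested compound plus 3 SD, cut at about 22% in these data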;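 note: 0% = DMSO only wells and the 100% control is not disclosed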
NOD2 RIPK2 PPI: NOD2-RIPK2 binding disruptors in cells, primary screen, fluorescence, CHO cells, BLA complementation. inhibition, % at 4.98 µM. CCF4 ratio. actives 0.38% (n = 360,000). Receptor-interacting serine/threonine-protein kinase 2 (Homo sapiens), O43353. AID 624267, 2012; in the data active = inhibition above about 21%;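 note: 0% = vehicle only and 100% = reference blocker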
Numbers without * were called inactive; . = no result given. A portion of the library. The share of hits here may be higher or lower than overall.

SMILES	N-glyco inh	ABCB6 inh 2	aDG glyco up	Vif inh	MC4R ag barr	Granule exo inh	MC4R antagonist	TLR9-MyD88 inh	ABHD5 PLIN5 PPI	NOD2 RIPK2 PPI
Cn1c(=O)c2c(nc(OCC3COC(C)(C)O3)n2Cc2ccccc2F)n(C)c1=O (stereo not given)	6	102	0.4	4	-0.3	0	1	1	1	-10
O=c1[nH]cc(CCc2ccccc2)c(=O)[nH]1	3	95	-0.2	-3	-0.2	-1	2	3	-2	6
C/C(N)=C(/C#N)C(=O)CSc1ncnc2ccccc12	-3	99	0.3	3	0.1	1	1	-12	-4	3
CCC(C)NC(=O)CCCCCn1c(=O)[nH]c2cc(OC)c(OC)cc2c1=O (stereo not given)	4	103	-0.1	-7	-1.9	0	-1	-7	2	-6
CCOc1cc(C(c2c(C)[nH][nH]c2=O)c2c(C)[nH][nH]c2=O)cc([N+](=O)[O-])c1O	2	101	0.0	-10	-2.0	-7	-2	0	-10	1
COc1ccc(CCNC(=O)C(=O)NCC2CCCN2S(=O)(=O)c2ccccc2)cc1OC (stereo not given)	-1	92	-0.7	-4	-2.2	-4	-3	-1	4	-2
Cc1ccc(N2CC(C(=O)OCC(=O)c3ccc(F)cc3)CC2=O)cc1 (stereo not given)	1	101	-0.1	17	0.7	-2	4	-6	4	-2
Cc1ccc(Cl)cc1NC(=O)COC(=O)CSc1ccccc1	3	94	-0.1	-6	-0.9	3	3	-2	5	13
O=C(O)c1ccc(N2CCN(Cc3ccc4c(c3)OCO4)CC2)c([N+](=O)[O-])c1	-1	97	-0.1	-11	1.2	-4	15	-10	-1	-2
NCC(O)COCCC12CC3CC(CC(C3)C1)C2 (stereo not given)	-1	89	0.0	-5	-0.9	-1	6	8	0	5
O=C(Nc1cccc(S(=O)(=O)Nc2ccc(Cl)cc2)c1)c1ccc(Cl)nc1	-6	88	5.0	3	-1.2	12	6	-11	-13	9
COc1ccc(Cl)cc1N(C)C(=O)CCNC(=O)Cn1cnc2ccccc2c1=O	3	91	0.2	-1	1.2	4	6	6	-7	-6

Ordered by count of non-hydrogen atoms (ascending): some entries from above
SMILES	N-glyco inh	ABCB6 inh 2	aDG glyco up	Vif inh	MC4R ag barr	Granule exo inh	MC4R antagonist	TLR9-MyD88 inh	ABHD5 PLIN5 PPI	NOD2 RIPK2 PPI
O=c1[nH]cc(CCc2ccccc2)c(=O)[nH]1	3	95	-0.2	-3	-0.2	-1	2	3	-2	6
NCC(O)COCCC12CC3CC(CC(C3)C1)C2 (stereo not given)	-1	89	0.0	-5	-0.9	-1	6	8	0	5
C/C(N)=C(/C#N)C(=O)CSc1ncnc2ccccc12	-3	99	0.3	3	0.1	1	1	-12	-4	3
Cc1ccc(Cl)cc1NC(=O)COC(=O)CSc1ccccc1	3	94	-0.1	-6	-0.9	3	3	-2	5	13
Cc1ccc(N2CC(C(=O)OCC(=O)c3ccc(F)cc3)CC2=O)cc1 (stereo not given)	1	101	-0.1	17	0.7	-2	4	-6	4	-2
O=C(Nc1cccc(S(=O)(=O)Nc2ccc(Cl)cc2)c1)c1ccc(Cl)nc1	-6	88	5.0	3	-1.2	12	6	-11	-13	9
CCOc1cc(C(c2c(C)[nH][nH]c2=O)c2c(C)[nH][nH]c2=O)cc([N+](=O)[O-])c1O	2	101	0.0	-10	-2.0	-7	-2	0	-10	1
Cn1c(=O)c2c(nc(OCC3COC(C)(C)O3)n2Cc2ccccc2F)n(C)c1=O (stereo not given)	6	102	0.4	4	-0.3	0	1	1	1	-10
COc1ccc(CCNC(=O)C(=O)NCC2CCCN2S(=O)(=O)c2ccccc2)cc1OC (stereo not given)	-1	92	-0.7	-4	-2.2	-4	-3	-1	4	-2

Later entries
SMILES	N-glyco inh	ABCB6 inh 2	aDG glyco up	Vif inh	MC4R ag barr	Granule exo inh	MC4R antagonist	TLR9-MyD88 inh	ABHD5 PLIN5 PPI	NOD2 RIPK2 PPI
C/C(=N/N=C1\SCC(=O)N1c1ccccc1)c1ccc(C)cc1	0	101	0.0	5	-1.4	-8	12	.	-1	2
COc1ccccc1OCCn1cc(/C=N/NC(N)=S)c2ccccc21	-3	92	-0.2	-1	0.7	0	-1	12	-21	-14
Cc1cc(-c2ccccc2)nc2cc(C(=O)NCCCn3ccnc3)nn12	3	95	0.0	12	-0.7	-2	6	-4	3	-1
NS(=O)(=O)c1cccc(NC(=O)c2cccnc2Oc2ccccc2)c1	0	98	0.0	10	2.0	-7	12	2	-5	-4
COc1cc(C2c3cc4c(cc3OC(NNC(N)=S)C2C)OCO4)cc(OC)c1OC (stereo not given)	11	91	0.0	56*	-0.5	4	-38	-1	-4	5
Cc1ccc(NC(=O)CN(C)C(=O)CSc2nnnn2C)cc1	0	101	0.0	-6	-1.2	-5	5	3	3	-16
CCOC(=O)c1cnc2c(C)c(Cl)ccc2c1N1CCN(CC)CC1	-3	99	-0.1	-1	0.4	31	3	-7	8	11
Nc1c(-c2ccccc2)nnn1Cc1ccccc1	0	100	0.0	-4	-1.0	-1	3	12	-1	-18
COc1cccc(C(=O)O/N=C(\C)c2cnccn2)c1	3	96	0.1	-1	-3.0	2	2	-10	-4	5
COc1ccc(OCCNc2c([N+](=O)[O-])c(=O)oc3ccccc23)cc1	0	80	1.4	6	3.4	2	5	-8	-7	0
Brc1ccc(-c2nnc3ccc(N4CCN(c5ccccc5)CC4)nn23)cc1	1	91	0.9	-2	1.6	2	5	2	1	-14
COc1ccc(-c2ccc(C(=O)C3CC3)cc2)cc1	-12	91	-0.1	-7	-1.2	14	-3	1	1	-5

Screening results as filed in PubChem BioAssay.
